B2AR arrestin = recruits beta-arrestin to the human beta2-adrenergic receptor | P07550 | beta-arrestin recruitment to beta2AR, cell-based reporter | Potency, µM (doses to about 46.1 µM), without a hit: top-dose activation, most hits filed as activators | 0.02% of 330,000 active | AID 492947;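 further: potency means the concentration at half of the fitted maximal effect; 0% = DMSO controls and full agonism = EC100 isoproterenol or metaproterenol; nearly all actives have a fitted effect of over 65% in size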
PKM2 activator = activators of human pyruvate kinase M2; Potency, µM (highest dose often 57.5 µM), inactives show at the highest dose activation, usual class: activators; P14618; purified PKM2, Kinase-Glo ATP luminescence, activation; response scale: 0% is enzyme alone, no compound; 0.34% of 260,000 active; further: potency means the concentration at half of the fitted maximal effect; nearly all actives have a fitted effect of over 55% in size
Target sequence (P14618 whole entry, looked up): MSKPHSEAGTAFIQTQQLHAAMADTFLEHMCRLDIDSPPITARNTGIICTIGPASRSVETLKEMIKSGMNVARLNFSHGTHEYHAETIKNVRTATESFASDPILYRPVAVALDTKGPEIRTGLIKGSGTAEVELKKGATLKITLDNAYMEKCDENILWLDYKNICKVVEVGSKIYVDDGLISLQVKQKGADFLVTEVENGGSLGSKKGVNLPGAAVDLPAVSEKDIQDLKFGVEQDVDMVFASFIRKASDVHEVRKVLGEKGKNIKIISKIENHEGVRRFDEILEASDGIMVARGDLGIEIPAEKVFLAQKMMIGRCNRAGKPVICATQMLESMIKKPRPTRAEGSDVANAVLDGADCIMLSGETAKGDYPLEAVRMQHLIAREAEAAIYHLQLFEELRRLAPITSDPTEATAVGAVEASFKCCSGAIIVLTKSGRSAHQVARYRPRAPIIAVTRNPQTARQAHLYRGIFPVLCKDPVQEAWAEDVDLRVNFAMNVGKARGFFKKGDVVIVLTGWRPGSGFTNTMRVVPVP
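Purified hPK-M2 (>95%) run at intermediate activity with 0.1 mM ADP and 0.5 mM PEP in 50 mM imidazole pH 7.2, KCl, MgCl2; 1 h room temperature. ATP formed read by Kinase-Glo luminescence; normalized to uninhibited and no-enzyme controls.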
KCNH2 3.1 block = inhibitors of human KCNH2 3.1 potassium channel isoform | AID 720553 | U2OS KCNH2 3.1, thallium flux FluxOr; active compounds read low | activity change, % (tested at about 1.8 µM) | 0.95% of 340,000 active;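 active means maximum activity change below -70%; inconclusive means maximum activity change from -70% to -50%; inactive means maximum activity change above -50%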;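 further: thallium influx rate constant from kinetic fluorescence after stimulation buffer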
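Thallium flux read-out: FluxOr dye with Red40 quencher in HBSS/HEPES, 45 min at RT. Rate constants from kinetic reads were normalized to positive and negative DMSO controls. Cells: U2OS virally expressing the 3.1 isoform.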
Coupling enz = coupling enzyme interference in Giardia aldolase counter-screen. coupling enzyme system counterscreen, AmpLite Red fluorescence. activity change, negative = inhibition, % at 58.2 µM, hits read low. 0.67% of 290,000 active; in the data active means activity change below about -30%
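Activity here indicates interference with the coupling reaction, not aldolase inhibition. Compounds at 57.5 uM final met coupling enzymes for 10 min at RT; substrate and AmpLite Red detection followed, with a 525/598 nm fluorescence read after 20 min.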
Chronic BCR inh = blocks chronic active B-cell receptor signaling; ABC-DLBCL IkBa-CBG/CBR reporter, luminescence ratio, 4 h; Potency, µM (titrated, usually from 46.1 µM), for inactives: at the top dose ratio change, negative = lower green/red ratio, usual class: inhibitors; 0.05% of 340,000 active; active means well fitted inhibition curve with a large enough effect in the signal ratio, with a control signal flat, not every such curve was filed as active; inconclusive means small, poorly fitted or top-dose-only effect, or effect the other way, or a change in a side signal; the % refers to the signal ratio;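 further: potency means the concentration at half of the fitted maximal effect; plate controls were basal doxycycline-induced cells for no effect and cells given 10 µM MG132 for full effect; MG132 reads +100%, hits lower the ratio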
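Concentration-response series (up to 46 uM) were applied to TMD8 dual-reporter cells for 4 h at 37C with doxycycline. Green/red ratio, after filter-overlap correction, defined %Activity; red signal alone was normalised to basal cells and zero luminescence.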
GALK inhibitor = blocks human galactokinase activity | 0.007% of 270,000 active | P51570 | Potency, µM (titrated, usually from 57.5 µM), without a hit: at the top dose activity change, negative = inhibition, most hits filed as inhibitors | Purified GALK, Kinase-Glo residual ATP luminescence; further: potency means the concentration at half of the fitted maximal effect
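The enzyme phosphorylates galactose (100 uM) using ATP (35 uM); inhibition is detected as higher residual ATP, quantified by bioluminescence after 1 h reaction at room temperature, pH 8.0.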
Eya2 phos inh = inhibitors of human Eya2 phosphatase activity; Potency, µM (series often up to 76.9 µM), inactives show top-dose activity, negative = inhibition, usual class: inhibitors; 0.006% of 330,000 active; O00167; recombinant Eya2, OMFP fluorescence dephosphorylation (OMFP is methylfluorescein phosphate); further: potency means the concentration at half of the fitted maximal effect
Target sequence (O00167 whole entry, looked up): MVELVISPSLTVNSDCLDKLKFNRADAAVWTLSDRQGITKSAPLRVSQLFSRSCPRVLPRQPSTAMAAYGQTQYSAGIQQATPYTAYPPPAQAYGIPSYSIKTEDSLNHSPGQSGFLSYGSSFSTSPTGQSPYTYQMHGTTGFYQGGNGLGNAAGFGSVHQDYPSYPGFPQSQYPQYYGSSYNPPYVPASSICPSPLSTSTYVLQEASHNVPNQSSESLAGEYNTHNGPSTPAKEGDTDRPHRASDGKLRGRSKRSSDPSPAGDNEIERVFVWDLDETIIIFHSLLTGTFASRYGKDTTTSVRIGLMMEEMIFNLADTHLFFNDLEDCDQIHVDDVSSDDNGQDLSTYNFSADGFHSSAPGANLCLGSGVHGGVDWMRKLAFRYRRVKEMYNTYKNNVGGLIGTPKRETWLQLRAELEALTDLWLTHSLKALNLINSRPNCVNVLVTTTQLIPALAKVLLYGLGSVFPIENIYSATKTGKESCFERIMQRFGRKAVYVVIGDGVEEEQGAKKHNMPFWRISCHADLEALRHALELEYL
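Eya2 protein (added as 0.2 uM solution) was preincubated with compound for 10 min at ambient temperature in 50 mM HEPES pH 7.5, 50 mM NaCl, 5 uM MgCl2, 0.05% BSA, 1 mM DTT. OMFP (added at 50 uM) then reacted 10 min; fluorescence read at 485/525 nm.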
hERG WT inh = KCNH2 (human, wildtype) channel inhibition. Q12809. U2OS, BacMam KCNH2, thallium flux FluxOr; active compounds read low. activity change, % at 1.84 µM. 0.37% of 340,000 active;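 active means maximum activity change below -70%; inconclusive means maximum activity change between -70% and -50%; inactive means maximum activity change above -50%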
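U2OS cells transduced with wild-type KCNH2 virus are loaded with FluxOr dye for 45 min, and thallium flux is measured in kinetic reads before and after stimulation buffer. Rate constants are normalized to DMSO controls.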
Giardia kill = kills Giardia lamblia | Giardia lamblia trophozoite viability | activity change, % at 7.66 µM, hits read low | 0.15% of 340,000 active; in the data active means activity change below about -80%; inconclusive means between about -30% and that limit;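 further: parasites exposed to compound for two days anaerobically before the ATP read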
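Giardia trophozoites, 100 cells per well, were exposed to compounds for 48 hrs at 37 deg C under anaerobic conditions; viability was then read as ATP content by bioluminescence after 15-30 min at room temperature.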
uPA surface inh = cell surface uPA generation inhibition; cell surface uPA generation assay, qHTS; Potency, µM (titrated, usually from 38.3 µM), without a hit: top-dose activity change, negative = inhibition, most hits filed as inhibitors; 0.31% of 330,000 active; AID 540303; active means well fitted inhibition curve with a large enough effect; inconclusive means small, poorly fitted or top-dose-only effect; inactive means no such curve, though single readings can be large or run the other way; tested in mouse RAW 264.7 cells; further: potency means the concentration at half of the fitted maximal effect; nearly all actives have a fitted effect of over 55% in size
USP2a block = blocks human ubiquitin-specific protease USP2a. Potency, µM (top dose mostly 38.3 µM), inactives show at the highest dose activity change, negative = inhibition, most hits filed as inhibitors. O75604. AID 463254. 0.01% of 330,000 active. USP2 core, Ub-CHOP2 coupled fluorogenic reporter, 485/531;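 further: potency means the concentration at half of the fitted maximal effect; plate controls were DMSO wells for no effect and full inhibition by NEM control for full effect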
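USP2 core (10nM final) preincubated 30min RT with compound in 20mM Tris-HCl pH 8.0, 2mM CaCl2, 2mM beta-mercaptoethanol, 0.05% CHAPS; 25nM Ub-CHOP2 plus 25nM reporter substrate added, fluorescence (Ex485/Em531) read after 60min.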
* marks the source's active call; other numbers are inactive results; i = inactive; ? = inconclusive; nt = not tested or not shown; & = joins results of further samples; [ ] = remark or other dose. Unless noted, the call rests on the fitted dose curve; in most records, active means well fitted curve in the direction sought with a large enough effect; inconclusive means small, poorly fitted or top-dose-only effect, or another doubt; inactive means no such curve, though single readings can be large; an effect the other way counts as inactive or inconclusive. Unless noted, on the % scale 0 is the no-effect control and ±100 the full control effect.

Results follow in this order: USP2a block, Coupling enz, hERG WT inh, B2AR arrestin, Eya2 phos inh, uPA surface inh, PKM2 activator, KCNH2 3.1 block, GALK inhibitor, Chronic BCR inh, Giardia kill
> COCCCNC(=S)Nc1ccc2nc(N3CCOCC3)cc(C)c2c1
 : 3%, -1, nt, -1.4%, -9%, -1%, nt, -4, -5%, -1%, -17
> Cc1ccc(NC(=O)CSCC(=O)Nc2ccccc2C(=O)NC2CC2)cc1
 : 0%, nt, -1, 3.5%, 20%, 1%, nt, -15, nt, -10%, -27
> O=C(NCc1ccc2c(c1)OCO2)c1ccc(COc2cc(Cl)ccc2Cl)o1
 : 4%, 1, -17, 0.3%, 7%, nt, 4%, 0, nt, 20%, -17
> O=C(NCC1COc2ccccc2O1)c1ccccc1 (configuration not stated)
 : 1%, 2, -3, -0.3%, 21%, nt, 8%, -6, 1%, 1%, 17
> O=S1(=O)CCOCCN1Cc1ccccc1
 : 0%, 1, 25, 0.6%, 10%, -2%, 0%, 5, nt, -13%, ?
> c1ccc(CCOn2ccnc2)cc1
 : 3%, -1, -8, 0.2%, 12%, 0%, nt, -14, -1%, 1%, -12
> CS(=O)(=O)c1sc(C#N)c2c1C(=O)CC(c1ccccc1)C2 (configuration not stated)
 : 0%, -2, 2, -0.8%, 13%, 8.9µM*, ?, -4, nt, ?, -7
> CC(C)[C@H](NC(N)=O)C(=O)Nc1ccc(Oc2ccccc2)cc1
 : 11%, 3, 7, 0.1%, -29%, -5%, 3%, -2, 1%, 8%, 12
> Cc1ccc(NC(=O)CSc2ccc(C(N)=O)cc2[N+](=O)[O-])cc1C
 : 2%, 3, 0, -0.1%, -2%, -2%, -4%, -78*, 8%, 3%, -5
> CC(C)C(=O)Nc1sc2c(c1-c1nc3ccccc3[nH]1)CCCC2
 : 0%, 3, -8, -0.6%, 8%, 2%, 1%, -10, 3%, 10%, -6
> CCCc1cc(=O)oc2c(C)c(OCC(=O)NCc3ccccn3)ccc12
 : -4%, -1, 12, -0.1%, 2%, 2%, nt, -2, 0%, -7%, 1
> CSc1nc(-c2ccc(C)cc2)nc(C(Cl)Cl)n1
 : 1%, 3, -4, -0.2%, 6%, -4%, -1%, 5, -3%, -4%, -13
> Cc1c(C)n2c(SCC(=O)N3CCCCCC3)nnc2[nH]c1=O
 : -1%, nt, 6, 0.0%, 3%, 3%, nt, 7, nt, ?, 1
> COc1cc(/C=N/Nc2nc(Nc3ccccc3)nc(N3CCCCC3)n2)ccc1OCC(=O)O
 : 0%, 3, i, 5.6%, 3%, -6%, -24%, 2, 5%, ?, 0
> CCNc1sc(S(C)(=O)=O)nc1S(=O)(=O)c1ccc(Cl)cc1
 : 0%, 1, 3, -0.2%, -2%, 10%, 0%, 16, 0%, 3%, 3
> C=CCSc1nc(C)cc(C(=O)OCC)c1C#N
 : -1%, 7, -3, 0.0%, 1%, 1%, 4%, 7, 4%, ?, 2
> CC(C)c1cccc(C(C)C)c1OC(=O)[C@H]1OC(c2ccc(Br)cc2)=C[C@@H]1c1ccc(Br)cc1
 : 3%, nt, 22, 0.0%, -1%, 5%, nt, 9, nt, 11%, 20
> Cc1ccc(-c2cc(C(=O)Nc3nn[nH]n3)c3ccccc3n2)cc1
 : 6%, -3, 2, -0.4%, 6%, nt, 2%, 1, -1%, 1%, -8
> O=c1[nH][nH]c(C(F)(F)F)c1/C=N/N1CCOCC1
 : 3%, -1, -2, -0.3%, 8%, 8%, -1%, 11, -1%, 1%, -1
> CCOCCCNCC(=O)NCC1CCCCC1
 : -1%, 0, 12, -1.1%, 19%, 7%, -1%, 10, 1%, ?, 24
> Cc1cc(C)nc(N2CCN(c3ncnc4c3oc3ccccc34)CC2)n1
 : -1%, 5, nt, -0.3%, -4%, nt, -5%, nt, 8%, -1%, nt
> O=C(OCC(=O)N1CCN(c2ccccc2)CC1)c1cccc([N+](=O)[O-])c1
 : 0%, nt, 0, -0.4%, -6%, 4%, nt, -5, nt, 8%, 4
> CCNC(=S)NNC(=O)c1ccccc1OC(F)F
 : 1%, 1, -10, -0.1%, 1%, nt, -16%, -7, -4%, 11%, 8
> Cc1cnc(C(=O)N(CC(C)C)c2c(N)n(CC(C)C)c(=O)[nH]c2=O)cn1
 : 1%, nt, -15, -0.6%, 22%, 8%, nt, 3, nt, -4%, 4
> C=CCNc1ncnc2sc(SC)nc12
 : 2%, 0, -16, 0.4%, ?, 9%, 1%, -5, 4%, 4%, ?
> CCCOc1ccc(N/C=C/C(=O)c2cc(OC)c(OC)c(OC)c2)cc1
 : -2%, 2, -1, -0.4%, -2%, 4%, 8%, 19, -4%, -7%, -7
> CC1(C)NC(=O)N(CC(=O)N2CCN(c3cccc(Cl)c3)CC2)C1=O
 : 0%, nt, -10, 0.2%, -10%, 6%, nt, -8, nt, ?, 2
> COc1cccc(NC(=O)Nc2ccc3c(c2)nnn3C)c1
 : 0%, -2, -1, 0.1%, -16%, -6%, 1%, -6, 2%, ?, -21
> NC(=O)c1cc2ccccc2o/c1=N\NC(=O)c1ccccc1O
 : 2%, 1, nt, -0.4%, -1%, 13%, nt, 20, nt, ?, 20
> CCN(CC)S(=O)(=O)c1ccc(C)c(NC(=O)CSc2nc3ccc(C)cc3[nH]2)c1
 : -3%, -1, 1, -0.4%, -4%, -4%, -1%, -14, 1%, 1%, -21
> COC(=O)Cn1c(=NC(=O)CSCC(=O)Nc2cc(C)on2)sc2ccccc21
 : -2%, 1, -2, 6.2%, -6%, -8%, -1%, 8, 2%, 2%, 3
> O=C(CNC(=S)N(CCCN1CCOCC1)Cc1cccs1)N1CCCCCC1
 : 1%, 2, -148*, -0.1%, -5%, 0%, -7%, -181*, 8%, ?, 22
> CNC(=O)c1c(NC(=O)C2=COCCO2)sc2c1CCC(C)C2 (configuration not stated)
 : -1%, nt, -1, -0.1%, 6%, ?, 4%, -22, -4%, ?, 4
> Cn1c(=N)n(CC(O)c2ccco2)c2ccccc21 (configuration not stated)
 : 3%, -1, -3, -0.9%, 7%, 2%, -11%, 4, 5%, ?, -21
> Cc1cccc(NC(=O)c2nc[nH]c2C(=O)NCCCCNC(=O)c2[nH]cnc2C(=O)Nc2cccc(C)c2)c1
 : 2%, nt, 1, 0.2%, -6%, -10%, nt, -1, nt, 1%, -12
> O=C(Nc1ccon1)c1ccc(N2CCCCC2)c([N+](=O)[O-])c1
 : -2%, 0, 0, -0.3%, -6%, -16%, -7%, 26, 2%, 14%, -12
> COCCCN1C(=O)C(O)=C(C(C)=O)C1c1ccccn1 (configuration not stated)
 : 0%, -1, 3, 0.0%, -9%, 0%, 0%, -2, 2%, -1%, -19
> CN(C)S(=O)(=O)c1cccc(NC(=O)c2ccc3nccnc3c2)c1
 : -1%, -17, 0, 0.0%, -13%, -2%, 4%, 2, 0%, ?, 8
> N/C(=N\OC(=O)c1ccco1)c1ccccc1
 : 0%, 0, -32, -0.2%, 6%, 3%, -36%, 10, 4%, ?, 4
> Cc1ccc(/C=C/C(=O)OC(C)C(=O)NC2CCCCC2C)o1 (configuration not stated)
 : 1%, nt, 35, -0.2%, -16%, 3%, nt, 7, nt, 6%, -2
> O=C(COC(=O)c1cc(F)cc(F)c1)NCCCc1ccccc1
 : 4%, 1, -2, -0.4%, 0%, 1%, nt, 8, 0%, -1%, 18
> c1ccc(CCSc2ncnc3nc[nH]c23)cc1
 : 2%, -1, 2, -0.7%, -3%, ?, 1%, 19, nt, ?, 3
> COc1cc(O)c(C(CCN2CCCC2)c2ccc3c(c2)OCO3)c(OC)c1 (configuration not stated)
 : 6%, -3&5, nt, 0.0%, 5%, -4%, -4%, nt, -1%, -6%, 0&9
> CCCCNC(=O)CCC(=O)Nc1ccc2nc(N3CCN(C)CC3)cc(C)c2c1
 : -2%, -1, 0, -0.2%, -1%, 7%, -1%, -3, 6%, 0%, -21
> O=C(Nc1nnc(Cc2ccc(Cl)cc2)s1)C1CCCO1 (configuration not stated)
 : 3%, 0, 1, 0.0%, 5%, 0%, 2%, -3, 1%, 4%, 4
> CC(=O)N1CCc2cc(S(=O)(=O)CCC(=O)N3CCc4ccccc4C3)ccc21
 : -3%, -1, -3, 0.4%, 4%, 1%, -4%, -1, 2%, 1%, -6
> O=C(CCCc1ccccc1)N1CCN(C2CCCCC2)CC1
 : 2%, 1, 5, 0.2%, -3%, -20%, 0%, 16, -3%, 7%, -6
> CC(C)(C)NC(=O)NC(=O)COC(=O)c1cccc(F)c1
 : 3%, -1, i, -0.3%, -3%, -4%, 8%, -15, nt, -1%, -22
> COc1cccc(CN(C)CC(=O)NCc2ccc(C)cc2)c1
 : 3%, 1, 27, 0.1%, 6%, 2%, nt, -18, -3%, -3%, 31[activator]

From PubChem BioAssay
